MrgX1 PAM: human MrgX1 positive allosteric modulation, primary screen | MrgX1-HEK293, Fluo-4 calcium flux, FDSS; active compounds read high | B-score at 10 µM | 310,000 compounds, 0.63% hits;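 active = plate-corrected calcium response at least 3 library SD above typical, normal starting fluorescence, not activating the receptor alone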;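 also: compound read alongside a low EC10 to EC30 dose of BAM8-22 agonist; peak minus trough fluorescence over baseline measured at the second addition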
hERG protect: shields human hERG channel from block by proarrhythmic agents | activation (rescue from dofetilide block), less the hit threshold, % at 10 µM | AID 1511 | CHO-hERG, FluxOR thallium flux, dofetilide IC70 present | Q12809 | 310,000 compounds, 0.51% hits;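 active = activation above the mean of controls blocked by dofetilide plus 5 SD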;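 also: thallium influx through hERG after potassium depolarization seen as dye fluorescence rise; in these data hits start at about 4.7%; inactives centre near -7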
RGS4 inh: human RGS4 inhibition; HEK293 M3R/RGS4 inducible, Fluo-4 calcium flux; active compounds read high; triggered by carbachol at its EC20; B-score at 10 µM; 310,000 compounds, 0.45% hits; AID 463165;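 active = B-score, a plate-corrected calcium signal, over three deviations above library mean, with baseline fluorescence within five deviations of library mean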;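 also: RGS4 expression induced by doxycycline in cells with stable M3 receptor; B-score is computed from the integrated fluorescence ratio over baseline after carbachol; higher B-score means a larger calcium signal and so more RGS4 inhibition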
Target sequence (P49798 whole entry, looked up): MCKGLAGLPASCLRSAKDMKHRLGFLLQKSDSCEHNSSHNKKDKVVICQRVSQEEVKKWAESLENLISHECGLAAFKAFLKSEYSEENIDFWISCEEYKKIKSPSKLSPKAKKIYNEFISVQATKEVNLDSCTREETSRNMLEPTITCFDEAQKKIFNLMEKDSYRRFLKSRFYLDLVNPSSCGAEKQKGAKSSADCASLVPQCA
KCNQ1 block: human KCNQ1 channel inhibition. P51787. CHO-K1 KCNQ1, FluxOR thallium flux fluorescence; active compounds read high. B-score at 10 µM. AID 2642. 310,000 compounds, 1.3% hits;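 active = compounds whose thallium flux B-score, printed positive for inhibition, exceeds three library SD while starting fluorescence stays within three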;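 also: channel opened by potassium depolarization with thallium stimulus after 20 min compound exposure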
ANO1 block: blocks the mouse calcium-activated chloride channel TMEM16A; Q8BHY3; HEK293 TMEM16A/YFP iodide influx fluorescence, ionomycin; normalized B-score (activity score, 25-100; higher = stronger inhibition) at 10 µM; 310,000 compounds, 1.2% hits;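 active = ratio plate-corrected score three or more library SD toward inhibition, starting fluorescence score within five deviations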;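 also: score derived from kinetic fluorescence span divided by baseline fluorescence per well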
MrgX1 agonist: activates human MrgX1 receptor signaling; MrgX1-HEK293 cells, Fluo-4 calcium fluorescence, agonist mode; active compounds read high; B-score at 10 µM; AID 588627; Q96LB2; 310,000 compounds, 0.44% hits;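 active = calcium response B-score plate-corrected fluorescence ratio at least 3 library SD, with starting fluorescence B-score inside 5 SD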
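Material: HEK293 cells stably expressing human MrgX1 receptor | Quantity: 15,000 cells per well | Times: Cells plated overnight, dye loaded 0.5 h 37 °C, 0.5 h room temperature | Measured by: Kinetic Fluo-4 NW fluorescence of intracellular calcium | Control set: Positive and negative controls per plate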
RGS4 pot: potentiators or activators of RGS4; 310,000 compounds, 0.92% hits; B-score at 10 µM; HEK293 M3R/inducible RGS4, carbachol calcium flux Fluo4; active compounds read low; AID 463111;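 active = B-score of the integrated calcium signal more than 4 SD below the library mean, with starting fluorescence not abnormally high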;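 also: negative B-score means reduced calcium response which marks RGS4 activation or potentiation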
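Detection: kinetic calcium fluorescence imaging with Fluo4-AM dye, 2 µM / Material: HEK293 cells with stable M3R and inducible RGS4 / Schedule: recording 10 s baseline at 1 Hz, 100 s post-agonist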
KCNK9 inh: inhibitors of human KCNK9 two-pore domain potassium channel; Q9NPC2; HEK293 KCNK9, FluxOR thallium flux fluorescence; active compounds read low; B-score at 10 µM; 310,000 compounds, 1.2% hits;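 active = ratio B-score over 3 SD below the library mean, with starting fluorescence within 5 SD of its mean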;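 also: negative B-score means less thallium flux so channel inhibition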
Target sequence (Q9NPC2 whole entry, looked up, the tested form may be a part): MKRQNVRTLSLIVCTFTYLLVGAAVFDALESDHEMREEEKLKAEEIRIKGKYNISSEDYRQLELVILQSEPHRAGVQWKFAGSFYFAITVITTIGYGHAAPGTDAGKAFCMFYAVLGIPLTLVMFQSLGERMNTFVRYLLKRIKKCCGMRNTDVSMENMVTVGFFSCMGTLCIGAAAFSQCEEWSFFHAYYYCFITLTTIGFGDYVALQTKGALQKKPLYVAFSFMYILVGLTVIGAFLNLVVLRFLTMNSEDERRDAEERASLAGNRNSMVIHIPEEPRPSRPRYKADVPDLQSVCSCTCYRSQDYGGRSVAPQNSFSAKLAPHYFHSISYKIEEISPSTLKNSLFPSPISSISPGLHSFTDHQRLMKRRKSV
ANO1 activ: activators or potentiators of mouse TMEM16A chloride channel; B-score at 10 µM; 340,000 compounds, 0.3% hits; HEK293 TMEM16A/YFP-H148Q/I152L, iodide quench fluorescence; active compounds read low; Q8BHY3;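 active = fluorescence-ratio B-score plate-corrected deviation score at least 3 library SD below zero, with starting fluorescence score within 5 deviations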;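 also: channel opened by trigger with iodide after compound preincubation; score built on the fluorescence ratio of max minus min over baseline; more negative score means more quench and so TMEM16A activation or potentiation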
KCNQ1 pot: potentiators or activators of human KCNQ1 potassium channel | P51787 | CHO-K1 KCNQ1, thallium flux FluxOR fluorescence; active compounds read high | B-score at 10 µM | 310,000 compounds, 0.35% hits | AID 2648;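 active = fluorescence ratio B-score, a plate-corrected score, at least three library SD, with initial intensity B-score within 5 SD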
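assay system = KCNQ1-transfected CHO-K1 cells | medium = assay buffer with matched DMSO | probe or stimulus = depolarizing K+/Tl+ stimulus, K2SO4 and Tl2SO4 each 12.5 mM in 5x stock | dosing = single dose | incubation = dye 90 min, compound 20 min, room temperature | detection = kinetic FluxOR fluorescence, 10 s baseline plus 110 s post-stimulus | evaluation = ratio B score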
KCNK3 block: human KCNK3 channel inhibition, primary screen; O14649; CHO-KCNK3 thallium flux, FluxOR fluorescence; active compounds read low; B-score at 10 µM; 340,000 compounds, 0.84% hits;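 active = B-score under library mean minus 4 SD, starting fluorescence ratio at most library mean plus 5 SD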;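 also: more negative B-score means stronger inhibition of thallium flux through KCNK3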
Target sequence (O14649 whole entry, looked up): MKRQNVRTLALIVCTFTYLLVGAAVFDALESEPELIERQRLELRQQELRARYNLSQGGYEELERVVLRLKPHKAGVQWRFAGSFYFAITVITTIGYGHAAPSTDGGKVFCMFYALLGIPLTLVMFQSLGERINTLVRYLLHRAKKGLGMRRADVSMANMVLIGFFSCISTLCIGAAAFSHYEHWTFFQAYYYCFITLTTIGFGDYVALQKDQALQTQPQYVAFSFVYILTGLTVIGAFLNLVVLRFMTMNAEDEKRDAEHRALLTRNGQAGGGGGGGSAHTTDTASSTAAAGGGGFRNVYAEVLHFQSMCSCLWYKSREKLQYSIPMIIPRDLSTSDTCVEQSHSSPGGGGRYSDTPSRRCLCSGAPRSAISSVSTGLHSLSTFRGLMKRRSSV
The depositor's hits bear a star; i = inactive; . = not tested or not shown.

SMILES	MrgX1 PAM	hERG protect	RGS4 inh	KCNQ1 block	ANO1 block	MrgX1 agonist	RGS4 pot	KCNK9 inh	ANO1 activ	KCNQ1 pot	KCNK3 block
O=C(Cn1cnc(S(=O)(=O)N2CCCCC2)c1)N1CCN(c2ccc([N+](=O)[O-])cc2)CC1	i	0.0	i	i	i	i	i	i	i	i	i
CC(=O)c1cnc(Nc2ccccc2)s1	i	-7.7	i	i	i	i	i	i	i	i	i
C(=N\N1CCOCC1)/c1nc(-c2ccccc2)n2ccccc12	i	-14.7	i	i	i	i	i	i	i	i	i
CCCCSc1nc2sc3c(c2c(=O)[nH]1)CC(C)(CC)OC3 (centres undefined)	i	-2.3	i	i	i	i	i	i	i	i	i
Cn1cc(S(=O)(=O)Nc2cccc(F)c2)c(=O)n(C)c1=O	i	-5.1	i	i	i	i	i	i	i	i	i
CCCC[C@H]1COCCS(=O)(=O)N1Cc1ccc(Br)cc1	i	-6.5	i	i	i	i	-7.09*	-8.32*	i	i	i
C/C(CCC1CC(C)OC1=O)=N/Nc1nc(-c2ccccc2)cs1 (centres undefined)	i	-13.7	i	i	i	i	i	i	i	i	i
O=C(Nc1cccc(NC(=O)c2cccs2)c1)c1ccc2c(c1)OCCO2	i	-10.5	i	i	i	i	i	i	i	i	i
CC(C)(C)c1ccc(C2=CSC3=NCCN23)cc1	i	-2.2	i	7*	i	i	i	i	i	i	i
Cc1nn(-c2ccccc2)c(N2CCCC2)c1/C=N/n1cnc2scc(-c3ccccc3)c2c1=O	i	-29.9	i	i	i	i	i	i	i	i	i
CSC1=N/C(=C\c2ccc(F)cc2)C(=O)S1	i	-3.2	i	i	i	i	i	i	i	i	i
CCOC(=O)CSc1nc(COc2ccccc2)nc2ccccc12	i	-12.0	i	i	i	i	i	i	i	i	i
COc1ccccc1C1Nc2ccccc2NC2=C1C(=O)CC(C)(C)C2 (centres undefined)	i	1.5	i	i	i	i	i	i	i	i	i
CC(C)NC(=O)CSc1nnc(-c2ccc(S(=O)(=O)N3CCCC3)cc2)n1CC1CCCO1 (centres undefined)	i	-11.7	i	i	i	i	i	i	i	i	i
CCOc1cc(NC(=O)c2ccco2)c(OCC)cc1NC(=O)Cc1ccc(OC)c(OC)c1	i	-4.5	i	i	i	i	i	i	i	i	i
O=C(Cn1c(=O)n(CC(=O)N2CCCCC2)c(=O)c2sccc21)NCc1ccccc1	i	-13.5	i	i	i	i	i	i	i	i	i
COc1ccccc1CNc1ccc(N2CCCCC2)cc1	i	-4.7	i	i	i	i	i	i	i	i	i
CCc1noc(C)c1C(=O)Nc1cc(S(=O)(=O)N2CCOCC2)ccc1OC(C)C	i	-12.4	i	i	i	i	i	i	i	i	i
CCOc1ccc(CN(C)C(=O)Cc2c[nH]c3ccccc23)cc1	i	-8.0	i	i	i	i	i	i	i	i	i
COc1ccccc1C(=O)NCCC(=O)N(Cc1ccco1)Cc1cccs1	i	-10.6	i	i	i	i	i	i	i	i	i
COC(=O)c1ccccc1NC(=S)NC(=O)c1ccc2ccccc2c1	i	-3.1	i	i	i	i	i	i	i	i	i
COc1cc(/C=C2\NC(=O)NC2=O)cc(Br)c1OC	i	-1.8	i	i	i	i	i	i	.	i	i
CCN(C(=O)COC(=O)c1cccs1)c1c(N)n(Cc2ccccc2)c(=O)[nH]c1=O	i	-11.6	i	i	i	i	i	i	i	i	i
COc1ccccc1CNC(=O)c1cc2ccccc2o1	i	-8.7	i	i	i	i	i	i	i	i	i
Cc1ccc(/C=N/Nc2nnc(Cl)c3ccccc23)cc1	i	-4.1	i	i	i	i	i	i	i	i	i
CC1CCN(CCCNS(=O)(=O)c2ccc3c(c2)CCN3C(=O)C2CC2)CC1	i	-4.7	i	i	i	i	i	i	i	i	i
O=C(Nc1ccccc1C(=O)NCCCn1ccnc1)c1ccccc1	i	-6.6	i	i	i	i	i	i	i	i	i
COc1nc(-c2ccccc2)ccc1-c1noc(-c2cccnc2)n1	i	-7.5	i	i	i	i	i	i	i	i	i
CCCCn1c(N)c(N(CCOC)C(=O)C2CCN(S(=O)(=O)c3ccc(C)c(C)c3)CC2)c(=O)[nH]c1=O	i	-6.6	i	i	i	i	i	i	i	i	i
Cc1csc(Nc2nc(N)c(C(=O)Nc3ccccc3)o2)n1	i	-4.2	i	i	i	i	i	i	i	i	i
COc1ccc(N2CCN(c3oc(-c4ccc(OC)c(OC)c4)nc3C#N)CC2)cc1	i	-2.2	i	i	i	i	i	i	i	i	i
CCOC(=O)c1c(C)nc(-c2ccccc2)nc1N	7.43*	-7.8	i	i	i	i	i	i	i	i	i
CCC(=O)c1cn(CC(=O)Nc2ccc(OC)cc2)c2ccccc12	i	-2.2	i	i	i	i	i	i	i	i	i
C=CCc1cccc(/C=N/NC(=O)C[n+]2ccccc2)c1O	i	-10.3	i	i	i	i	i	i	.	i	i
O=C(CC1C(=O)NCCN1CC1CCCCC1)NCc1cc(F)ccc1F (centres undefined)	i	-7.4	i	i	i	i	i	i	i	i	i
N#Cc1c(C(F)(F)F)cc(-c2ccc(Cl)c(Cl)c2)nc1SCCN1CCOCC1	i	-8.7	i	i	i	i	i	i	i	i	i
COc1cccc(/C=C2\Oc3cc(OCC(=O)N4CCCC4)ccc3C2=O)c1OC	i	-8.1	i	i	i	i	i	i	-37.7*	i	i
COC(=O)c1ccccc1Sc1snnc1C	i	-6.3	i	i	i	i	i	i	i	i	i
Cc1ccc2cc(C)c(SCC#N)nc2c1	i	-6.0	i	i	i	i	i	i	i	i	i
Cc1ccc(-c2nn(-c3ccccc3)cc2C(=O)Nc2ccc(C(=O)O)cc2)cc1	i	-7.1	i	i	i	i	i	i	i	i	i
CCOc1ccccc1NC(=O)C1=C(C)NC(=O)NC1c1cccc(OC)c1OC (centres undefined)	i	-2.1	i	i	i	i	i	i	i	i	i
CCN(CC)S(=O)(=O)c1ccc(/C=C/C(=O)N(c2ccccn2)C2CCCCC2)cc1	i	-10.1	i	i	i	i	i	i	i	i	i
Cc1cc(O)c(C(C)C)cc1N=Cc1cc([N+](=O)[O-])ccc1O	i	-5.9	i	i	i	i	i	i	i	i	i
CCOc1ccc(C(=O)Nc2ccc(CN3CCOCC3)cc2)cc1Cl	i	-7.7	i	i	i	i	i	i	i	i	i
CCCN1C(=O)/C(=C/c2c(NCCCOC(C)C)nc3c(C)cccn3c2=O)SC1=S	i	-14.6	i	i	i	i	i	i	i	i	i
CCC(C)c1ccc(OCC(=O)Nc2ccc(Cl)cn2)cc1 (centres undefined)	i	-7.3	i	i	i	i	i	i	i	i	i
CCOC(=O)c1cc2c(ccn2C)n1Cc1cc(C)ccc1C	i	-9.8	i	i	i	i	-8*	i	i	i	i
CC1CCC2(CC1)NC(=O)N(CC(=O)c1ccc[nH]1)C2=O (centres undefined)	i	-12.5	i	i	i	i	i	i	i	i	i
O=c1c2ccccc2c(C=NC2CCN(Cc3ccccc3)CC2)c(O)n1Cc1ccc2c(c1)OCO2	i	-12.8	i	i	i	i	i	i	.	i	.
Cc1cc(C)c(NC(=O)C2CSCCS2)c(C)c1 (centres undefined)	i	-10.2	i	i	i	i	i	i	i	i	i
S=C(NCCCc1ccccc1)Nc1ccc(Cl)cc1	i	-13.3	i	i	100*	i	i	i	-6.31*	i	i
CN(C)S(=O)(=O)c1cccc(C(=O)Nc2ccccc2)c1	i	-1.9	i	i	i	i	i	i	i	i	i
COc1ccc(CNC(=O)c2cccs2)cc1	i	-11.2	i	i	i	i	i	i	i	i	i
CCOC(=O)C1CCCc2c1[nH]c1ccc(Cl)cc21 (centres undefined)	i	-7.2	i	i	i	i	i	i	i	i	i
Cc1ccc(O)c(NC(=O)c2cc3nc4c(c(C(F)(F)F)n3n2)CCc2ccccc2-4)c1	i	-13.3	i	i	i	i	i	i	i	i	i
COC(=O)c1cc(Nc2cc(C)nc3ncnn23)cc(C(=O)OC)c1	i	-4.1	i	i	i	i	i	i	i	i	i
COc1ccc(OC)c(-n2cnc3cc(C(=O)NCCCN4CCOCC4)ccc32)c1	i	-7.2	i	i	i	i	i	i	i	i	i
COc1ccc(CNC(=O)CN(Cc2ccc(OC)cc2)C(=O)CCC(=O)Nc2ccccn2)cc1	i	-2.8	i	i	i	i	i	i	i	i	i
COc1ccc(CNC(=O)C(NC(C)=O)C(=O)Nc2ccc(OC)cc2)cc1 (centres undefined)	i	-8.1	i	i	i	i	i	i	i	i	i
Cc1nc2cc(-c3ccc(Br)cc3)[nH]n2c(=O)c1Cl	i	-1.5	i	i	i	i	i	i	i	i	i

Remaining list, next part
SMILES	MrgX1 PAM	hERG protect	RGS4 inh	KCNQ1 block	ANO1 block	MrgX1 agonist	RGS4 pot	KCNK9 inh	ANO1 activ	KCNQ1 pot	KCNK3 block
NC(=O)CCSC(=S)N1CCOCC1	i	-17.3	i	i	i	i	i	i	i	i	i
Cc1ccccc1CN(C)CC(=O)Nc1ccccc1Oc1ccccc1	i	-13.8	i	i	i	i	i	-7.54*	i	i	i
O=C(CCN1CCc2ccccc21)c1ccc2c(c1)OCCO2	i	-8.3	i	i	i	i	i	i	i	i	i
O=C1c2ccccc2C(=O)N1CCCc1c[nH]c2ccc(Cl)cc12	i	-4.0	i	i	i	i	i	i	i	i	i
Cc1ccc(C(=O)NC2CCS(=O)(=O)C2)cc1S(=O)(=O)N1CCCC1 (centres undefined)	i	-5.1	i	i	i	i	i	i	i	i	i
CC1CCCCC1NC(=O)c1cc(=O)[nH]c2ccccc12 (centres undefined)	i	-12.8	i	i	i	i	i	i	i	i	i
CC(=O)N1CCN(S(=O)(=O)c2cccc(C(=O)OCN3C(=O)c4ccccc4C3=O)c2)CC1	i	-6.8	i	i	i	i	i	i	i	i	i
O=C(NCc1ccc(Cl)cc1)c1ncn[nH]1	i	-5.8	i	i	i	i	i	i	i	i	i

Just KCNK9 inh and RGS4 inh (2 entries from above):
mol | KCNK9 inh | RGS4 inh
O=C(CCN1CCc2ccccc21)c1ccc2c(c1)OCCO2 | i | i
O=C1c2ccccc2C(=O)N1CCCc1c[nH]c2ccc(Cl)cc12 | i | i
